# D1 antag: Antagonist of Human D 1 Dopamine Receptor: qHTS; HEK293 TREx D1 cells, calcium flux, dopamine EC80; active compounds read low; D(1A) dopamine receptor (Homo sapiens), P21728; 360,000 compounds, 3.2% hits; activity change, negative = inhibition, % at 10 µM; in the data active = activity change below about -30%; note: % is set by controls: 0 for no effect and ±100 for the full control effect
#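 HEK293 T-REx cells expressing inducible, force-coupled D1 receptor; no-wash Ca dye, 30–90 min RT. Cmpd → 180 s read at 1 Hz → EC80 DA → 180 s read.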
# D2 antag: HTS Assay for Allosteric Antagonists of the Human D2 Dopamine Receptor: Primary Screen for Antagonists | D(2) dopamine receptor (Homo sapiens), P14416 | HEK293 TREx D2 cells, calcium flux, dopamine EC80 | inhibition, % at 10 µM | 340,000 compounds, 2% hits | AID 485344, 2010; in the data active = inhibition above about 30%; note: 0% is about no effect
#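 Tetracycline-induced HEK293 TREx cells expressing D2 receptor forced-coupled to calcium signalling, loaded with no-wash calcium dye. Compounds added and calcium flux read 180 s, then dopamine added at EC80 and read a further 180 s.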
# RXFP1 antag: qHTS Assay for Antagonists of the Relaxin Receptor RXFP1; activity change, negative = inhibition, % at 57.5 µM; AID 1259400, 2018; 350,000 compounds, 0.59% hits; HEK293-RXFP1, relaxin-stimulated cAMP HTRF, 30 min; active compounds read low;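 active = activity change of -60% or lower, but not beyond a set lower limit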; note: % is set by controls: 0 for no effect and ±100 for the full control effect
# Target sequence (Q9HBX9 whole entry, looked up): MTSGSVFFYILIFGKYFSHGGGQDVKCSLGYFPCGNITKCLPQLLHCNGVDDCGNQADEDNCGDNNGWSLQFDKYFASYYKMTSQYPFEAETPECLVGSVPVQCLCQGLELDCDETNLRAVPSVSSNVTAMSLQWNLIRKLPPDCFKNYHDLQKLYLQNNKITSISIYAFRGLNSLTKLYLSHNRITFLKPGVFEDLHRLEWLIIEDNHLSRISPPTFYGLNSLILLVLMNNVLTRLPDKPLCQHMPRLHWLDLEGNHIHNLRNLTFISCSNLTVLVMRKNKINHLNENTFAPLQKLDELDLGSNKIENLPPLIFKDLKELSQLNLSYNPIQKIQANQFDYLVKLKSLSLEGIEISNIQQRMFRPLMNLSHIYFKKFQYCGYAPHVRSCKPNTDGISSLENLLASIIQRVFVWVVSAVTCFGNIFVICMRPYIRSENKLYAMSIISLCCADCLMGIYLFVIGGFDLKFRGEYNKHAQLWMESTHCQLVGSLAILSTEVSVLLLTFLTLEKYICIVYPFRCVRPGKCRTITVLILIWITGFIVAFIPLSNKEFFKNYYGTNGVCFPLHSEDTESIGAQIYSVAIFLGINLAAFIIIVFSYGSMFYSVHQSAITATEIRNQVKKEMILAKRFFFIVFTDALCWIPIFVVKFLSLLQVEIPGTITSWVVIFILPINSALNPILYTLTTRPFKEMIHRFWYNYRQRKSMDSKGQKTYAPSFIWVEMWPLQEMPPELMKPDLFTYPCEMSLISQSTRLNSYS
# D2 PAM: HTS Assay for Positive Allosteric Modulators of the Human D2 Dopamine Receptor: Primary Screen for Potentiators. AID 485347, 2010. D(2) dopamine receptor (Homo sapiens), P14416. potentiation, % at 10 µM. 340,000 compounds, 0.34% hits. HEK293 T-REx D2, calcium flux, EC20 dopamine potentiation;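 active = potentiation over 3 SD above the plate norm, cut at about 30% in these data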; note: 0% is about no effect
#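 Tetracycline-induced HEK293 T-REx cells force-coupled to calcium signalling expressed D2; compounds were pin-added after a 10 s baseline, read kinetically 180 s, then an EC20 dopamine challenge followed with a further 180 s calcium read.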
# TRHR agonist: qHTS for Small Molecule Agonists and Allosteric Enhancers of Human TRH Receptor: Primary Screen for Agonists | TRHR cells, calcium flux fluo-8, FDSS agonist mode | AID 493084, 2011 | 360,000 compounds, 0.18% hits | activation, % at 2 µM; note: 0% is about no effect
#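 TRHR-expressing cells loaded with fluo-8 calcium dye; 23 nL library compound pin-transferred, kinetic FDSS fluorescence (Ex 480/Em 530) recorded about 180 s for agonist-induced calcium release, before a 10 nM TRH EC20 addition for potentiator mode.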
# TRHR enhancer: qHTS for Small Molecule Agonists and Allosteric Enhancers of Human TRH Receptor: Primary Screen for Enhancers | Thyrotropin-releasing hormone receptor (Homo sapiens), P34981 | TRHR cells, fluo-8 calcium fluorescence, EC20 TRH enhancement | enhancement, % at 2 µM | 360,000 compounds, 0.66% hits; in the data active = enhancement above about 30%; note: 0% is about no effect
#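 Enhancer read-out: after compound pinning and an initial kinetic agonist-mode read, an EC20 of TRH (10 nM final) was injected and fluo-8 calcium signal (Ex 480/Em 530) followed at 1 s/cycle for 100 cycles in TRHR-expressing cells.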
# D1 PAM: Potentiators of Human D1 Dopamine Receptor: qHTS. D(1A) dopamine receptor (Homo sapiens), P21728. HEK293 TREx D1 cells, calcium flux, dopamine EC20 potentiation. potentiation, % at 10 µM. 360,000 compounds, 0.036% hits. AID 504651, 2011; in the data active = potentiation above about 30%; note: 0% is about no effect
# D2 agonist: HTS Assay for Allosteric Agonists of the Human D2 Dopamine Receptor: Primary Screen for Agonists; HEK293 T-REx D2 cells, calcium flux agonist mode; 340,000 compounds, 0.53% hits; activation, % at 2 µM; AID 485358, 2010; D(2) dopamine receptor (Homo sapiens), P14416;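 active = activation over 3 SD above normal in the single-dose calcium agonist read, cut at about 30% in these data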; note: 0% is about no effect
#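 Calcium-flux readout, 1 cycle/sec over 180 s following compound pin transfer, in inducible HEK293 Trex D2 cells (force-coupled); dopamine controls included. Positive calcium responses during this window marked compounds as potential agonists.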
# D1 agonist: Allosteric Agonists of the Human D1 Dopamine Receptor: qHTS; HEK293 T-REx D1 cells, calcium flux, agonist mode; activation, % at 2 µM; 360,000 compounds, 1% hits; note: 0% is about no effect
#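 Agonism was scored from calcium flux recorded over 180 s (1 read/s) after pintool compound addition, following a 10-cycle baseline. Cells were inducible force-coupled HEK293 TREx D1, plated overnight at 30 C and loaded with no-wash calcium dye.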
# * hit, by the source's call; · = not tested or not shown; & = joins results of further samples. Cut-off read from the data, not from the text of the source, unless noted: active = activation above about 30%; inactive = the rest.
SMILES,D1 antag,D2 antag,RXFP1 antag,D2 PAM,TRHR agonist,TRHR enhancer,D1 PAM,D2 agonist,D1 agonist
COc1ccc(CC(=O)Nc2ccc(-c3nnc(-c4ccccc4)o3)cc2)cc1OC,-15,3,-16,3,-0.5,11,6,-2.0,1
Cc1cc(C)cc(NC(=O)Oc2ccccc2N2CCCCC2)c1,-2,-19,-9,-1,-0.2,-2,-8,0.2,1
NC(=O)C1CCN(C2CC(=O)N(Cc3ccc(N4CCCC4=O)cc3)C2=O)CC1 (stereo not drawn),-17,2,6,1,0.2,-8,1,-0.6,0
CCOC(=O)[C@H]1[C@H]2COc3ccc(OC)cc3[C@@H]2N2C(=O)CN(Cc3ccc(OC)cc3)C(=O)[C@@]12C,·,30,·,-1,-0.8,5,-2,-0.3,-3
N#Cc1c[nH]n2c(NC3CCCC3)c(-c3ccc(Br)cc3)nc12,-4,·,-2,6,-0.7,2,1,-1.7,1
C/C(=N\NC(=O)c1nnn(-c2nonc2N)c1CSc1ccc(Cl)cc1)c1cccnc1,-6,-15,-15,1,-0.1,2,-6,-0.8,8
Cc1c(C(=O)OCC(=O)N2CC(=O)Nc3ccccc32)oc2ccc(Br)cc12,26,6,-7,-2,1.1,3,-3,-0.3,-2
CC(Sc1nnc(C2CCCCC2)n1N)C(=O)NCc1ccc2c(c1)OCO2 (stereo not drawn),1,·,-8,·,-0.3,-6,-6,·,1
CN(C)S(=O)(=O)c1ccc2c(c1)nc(CCC(=O)NCC1CCCCC1)n2C,-7,3,2,-18,0.0,2,1,-0.3,2
CCCNC(=O)c1oc2ccc3c(c2c1C)C(=O)CC(C)(C)O3,3,0,-14,2,-0.2,-1,0,-0.1,2

# Just TRHR enhancer, D1 PAM and TRHR agonist, for some of the entries so far:
canonical_smiles	TRHR enhancer	D1 PAM	TRHR agonist
Cc1cc(C)cc(NC(=O)Oc2ccccc2N2CCCCC2)c1	-2	-8	-0.2
NC(=O)C1CCN(C2CC(=O)N(Cc3ccc(N4CCCC4=O)cc3)C2=O)CC1 (stereo not drawn)	-8	1	0.2

# Next part
SMILES,D1 antag,D2 antag,RXFP1 antag,D2 PAM,TRHR agonist,TRHR enhancer,D1 PAM,D2 agonist,D1 agonist
O=C(NC1CCCCC1)c1cccc(N2C(=O)CCC2=O)c1,-16,27,8,-2,0.0,2,3,0.4,3
Cc1cc(C)n(CCCC(=O)O)n1,3,-6,-6,2,-0.2,9,1,-0.9,4
O=C(COC(=O)c1ccccc1Nc1ccc(SC(F)F)cc1)NC1CC1,0,-4,7,10,-0.3,0,8,0.4,7
Cc1cccc(NC(=O)/C(C#N)=C\c2cn(CC(=O)O)c3ccccc23)c1,-15,-15,-5,2,-0.2,1,-2,-0.9,3
Cc1ccc(OCC(=O)Nc2c(C(=O)c3ccccc3)oc3ccccc23)cc1C,-14,·,1,-4,1.4,-4,-5,·,2
FC(F)(F)c1cnc2c(c1)[nH]c(=S)n2-c1ccc(Cl)cc1,-16,-17,-2,-6,4.5,-1,13,6.0,9
Cc1cccc(C(=O)CC(=O)c2cc(Cl)ccc2O)c1,-2,8,-16,-2,0.2,-5,3,0.4,1
FC(F)(F)c1nc(Sc2ncccc2C(F)(F)F)n[nH]1,-9,14,3,0,0.3,2,-8,-0.2,3
Cc1cccc(Nc2nc(Cl)ncc2F)c1C,18,0,4,-16,-0.6,1,-12,-0.1,2
CCCN(CCC)C(=O)Cn1c(=O)n(-c2ccc(OC)cc2)c(=O)c2ccc(C(=O)NCc3ccc(C)cc3)cc21,-5,·,·,-3,-1.0,-14,0,-0.7,2
CCCS(=O)(=O)N1CCCC(C(=O)NC2CCCCC2)C1 (stereo not drawn),-26,6,-4,-4,0.3,-4,1,0.1,4
CC(C)=CCc1c(O)c(CC=C(C)C)c2occ(-c3ccc(O)cc3)c(=O)c2c1O,-5,13,·,-2,3.5,-6,-3,1.5,2
O=C(NCCCN1CCCC1=O)c1ccc(OC(F)(F)F)cc1,-24,-2,-3,-6,1.1,-2,-3,0.5,8
Cc1cccc2sc(NC(=O)CN3C(=O)C4CC=CCC4C3=O)nc12 (stereo not drawn),-15,-2,-17,-7,-1.2,5,1,0.2,4
CCC(=O)N1C(C(=O)N2CCCC2)CSC1c1ccc(OC)cc1 (stereo not drawn),0,-1,·,4,0.4,-3,0,-0.6,-2
Cc1nc(NC(=O)c2ccc(Br)s2)sc1C(=O)N(C)C,5,-3,10,-2,0.0,-4,-2,-0.6,0
COc1cc(F)c(C2=CC(=O)CC(C)(C)C2)cc1F,8,-10,·,15,0.1,0,1,0.9,1
CCOC(=O)C1(CCc2ccccc2)CCN(Cc2cc(OC)c(OC)cc2OC)CC1,-37*,2,4,-9,-0.2,10,2,0.3,4
Cc1cc(C(=O)N2CCN(c3ncccn3)CC2)cs1,9,-17,-11,-4,0.1,5,0,0.2,1
Cc1ccc(N2C(=O)NC(NS(=O)(=O)c3ccccc3)(C(F)(F)F)C2=O)cc1C (stereo not drawn),-10&-9,5,-5,20,0.4&-0.4,0&-20,-7&-1,0.1&-0.5,2&0
CCOC(=O)c1cc(-c2ccccc2)n(-c2cccc(C(=O)Nc3ccc(OC)cc3)c2)c1C,-8,·,-5,15,0.8,-12,-7,-0.2,7
CCOc1ccccc1-c1nc(-c2cc3ccccc3nc2OC)no1,-13,3,8,12,1.2,-2,0,1.4,2
N#CCCN1C(=O)C2(OCCO2)c2ccccc21,12,5,-5,1,0.4,-2,3,-0.7,3
CCOC(=O)c1ccc(NNC(=O)CC)c([N+](=O)[O-])c1,14,16,4,3,0.0,-1,-4,-0.7,11
COc1cc(N)c(Cl)cc1C(=O)OCC(=O)N(C)C1CCCCC1,26,15,1,-12,0.5,-5,-3,0.2,2
CCOC(=O)c1c(-c2ccc(C)o2)csc1NC(=O)CN1CCN(CC)CC1,2,6,6,0,-0.2,0,-9,0.2,3
Cn1nc(C(=O)Nc2cccc(S(N)(=O)=O)c2)c2ccccc2c1=O,6,-5,-12,14,1.2,2,-2,-1.9,1
Cc1cccc(-c2nnc(SC(C)C(=O)N3CCOCC3)o2)c1 (stereo not drawn),0,-4,3,-1,2.2,7,0,-1.4,2
CCC(=O)N1CCc2cc(CNC(=O)c3cccc(N(C)C)c3)ccc21,-8,·,1,-3,-0.9,35*,-1,0.5,-1
CCn1c(C(=O)O)c(CC(=O)Nc2ccccc2OC)c2ccccc21,-11,8,2,12,-0.5,8,0,-1.1,2

# Entries listed so far that bear a hit mark in TRHR enhancer:
SMILES | D1 antag | D2 antag | RXFP1 antag | D2 PAM | TRHR agonist | TRHR enhancer | D1 PAM | D1 agonist
CCC(=O)N1CCc2cc(CNC(=O)c3cccc(N(C)C)c3)ccc21 | -8 | · | 1 | -3 | -0.9 | 35* | -1 | -1

# (continued)
SMILES,D1 antag,D2 antag,RXFP1 antag,D2 PAM,TRHR agonist,TRHR enhancer,D1 PAM,D2 agonist,D1 agonist
CC(Nc1nc(-c2ccc3c(c2)NC(=O)CO3)cs1)c1ccccc1 (stereo not drawn),-7,-4,-18,-1,0.0,-1,-1,0.1,3
COc1ccc(CCC(=O)NC2CC(=O)N(c3ccccc3)C2)cc1 (stereo not drawn),·,·,-8,-20,-0.1,-6,-2,·,-1
O=C(CN1CCN(CC(=O)Nc2cccc(F)c2)CC1)Nc1ccc(-c2ccccc2)cc1,6,-12,-17,3,1.0,-3,-7,0.3,1
COC(=O)C1=C(C)N(Cc2ccccc2)C(=NCCc2c[nH]c3ccccc23)N[C@H]1c1ccccc1,-8,·,·,·,1.7,-6,-8,·,7
CCN1/C(=C2/OC(=S)N(C)C2=O)Sc2ccccc21,4,2,-29,-5,-0.9,2,-1,0.3,2
Cc1ccc2oc(C(=O)N(C)Cc3ccon3)c(C)c2c1,-8,21,6,9,0.1,18,2,-0.5,0
COc1cccc(C(=O)/C=C/Nc2ccc(S(=O)(=O)Nc3ccc(C(C)=O)cc3)cc2)c1,-34*,0,-8,8,0.4,2,-6,0.2,3
Cc1ccccc1CN1C(=O)C2(c3ccccc31)N(c1ccccc1)C(=O)CS2(=O)=O (stereo not drawn),0,·,·,5,-1.4,-15,5,-2.4,7
CC(C)(C)c1ccc(-c2nc(N)nc(N)n2)cc1,0,4,-5,4,-0.9,4,4,0.3,2
CC(Oc1ccccc1Cl)C(=O)N(Cc1ccco1)C1CCS(=O)(=O)C1 (stereo not drawn),-3,6,8,-5,-0.1,2,7,0.5,1
Cc1ccc(NC(=O)N2CCN(C(=O)c3ccco3)CC2)cc1Cl,-5,-20,-18,9,0.0,-1,-6,2.9,3
Nc1nnc(-c2ccc(Cl)cc2Cl)s1,-4,4,-16,8,0.6,-1,-2,-0.1,0
C/C(=N\NC(=O)c1nnn(-c2nonc2N)c1-c1ccc2c(c1)OCO2)c1ccccc1,10,-58,-6,24,0.7,7,-2,9.7,34*
C=CCn1c(SCC(=O)NC23CC4CC(CC(C4)C2)C3)nc2cc(C(=O)O)ccc2c1=O,3,-13,-28,-4,-0.5,1,-2,-1.1,2
CCOC(=O)N1CCN(S(=O)(=O)c2ccc(OC)c(OC)c2)CC1,1,-1,0,3,1.0,-5,1,0.1,0
COc1ccc(S(=O)(=O)N2CCCCCC2)cc1C(=O)N(C)CC(=O)Nc1c(Cl)cccc1Cl,3,9,3,-2,-0.3,13,-2,0.2,0
COc1cc2c(cc1OC)CN(C(=O)c1ccc3[nH]c(C)c(C)c3c1)CC2,-24,-34,·,-5,0.0,0,-1,-1.0,2
Cc1ccc(C(=O)OCC(=O)Nc2ccc(N(C)C)cc2)cc1NC(=O)c1ccco1,5,-27,1,19,0.2,-8,-2,-0.3,4
CC1CCCCN1C(=O)CSc1nc2ccccc2[nH]1 (stereo not drawn),-2,6,-2,-6,-0.3,2,2,-0.2,2
C#Cc1ccc(CN2CCC(Oc3cc(C(=O)NC4CC4)ccc3OC)CC2)cc1,-45*,15,-24,-23,0.6,-5,-11,0.4,4
Cc1ccc(SCC(=O)OCC(=O)NCCNC(=O)COC(=O)CSc2ccc(C)c(C)c2)cc1C,-3,·,-7,·,1.1,-3,3,·,11

# Ordered by value in D1 PAM (descending): some entries from above.
SMILES	D1 antag	D2 antag	RXFP1 antag	D2 PAM	TRHR agonist	TRHR enhancer	D1 PAM	D1 agonist
Cc1ccc(SCC(=O)OCC(=O)NCCNC(=O)COC(=O)CSc2ccc(C)c(C)c2)cc1C	-3	·	-7	·	1.1	-3	3	11
Cc1cc(C(=O)N2CCN(c3ncccn3)CC2)cs1	9	-17	-11	-4	0.1	5	0	1
Cc1ccc(C(=O)OCC(=O)Nc2ccc(N(C)C)cc2)cc1NC(=O)c1ccco1	5	-27	1	19	0.2	-8	-2	4
